Screens deposited in PubChem BioAssay by several laboratories.
Lipid droplet: inhibitors of hepatocyte lipid droplet formation, primary screen, imaging, high-throughput imaging, BODIPY stain. inhibition, % at 6.5 µM. AML12 mouse hepatocytes, oleate lipid droplets. actives 0.4% (n = 240,000). AID 1656, 2009;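 active means lipid droplet intensity inhibited by at least 50%, with more than 500 cells counted; inconclusive means wells with under 300 cells, treated as cytotoxic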
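Test system: AML12 mouse liver cells; schedule: overnight exposure; technique: high-content imaging of BODIPY-stained droplets and DAPI nuclei; read-out: % inhibition of corrected integrated BODIPY droplet signal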
SV40 large T antigen: SV40 large T antigen inhibitors, biochemical (AID 1903). inhibition, % at 20 µM, or IC50 in µM where a hit was titrated. actives 0.39% (n = 310,000). SV40 large T antigen ATPase/helicase inhibition assay; higher % means a stronger effect; in the data active means a potency from the dose series; inconclusive means inhibition mostly from about 32% at the one dose, without a potency; inactive means the rest, 99 in 100 with inhibition below about 32%; further: strong numbers were not always called active
MgcRacGAP inhibition: MgcRacGAP GTPase-activating activity inhibitors, confirmation, biochemical, ADP Hunter fluorescence; Rac GTPase-activating protein 1 (Homo sapiens); MgcRacGAP-stimulated Rac1 GTP hydrolysis, ADP Hunter fluorescence; higher % means a stronger effect; GST-tagged Rac1 F28L mutant substrate; one-dose inhibition, % at 30 µM; IC50 in µM for titrated hits; actives 0.6% (n = 340,000); AID 624330, 2012;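 active means first-screen hits whose inhibition reached a set limit at any dose in the follow-up dose series; inconclusive means inhibition above the set first-screen limit but never retested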;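 further: fluorescence reports GDP produced by GAP-driven GTP hydrolysis; strong numbers were not always called active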
T cell HTS: modulators of CD8 T cell-vesicle binding, primary screen, mouse 2C CD8+ T cells, flow cytometry. 2C CD8+ T cell-vesicle binding; stronger effect = lower value. calls only at 7 µM. actives 0.068% (n = 330,000). AID 2052, 2009;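 active means response, share of CD8 T cells binding vesicles, and their 90th percentile fluorescence all below set limits, cut at about 80% in these data, passing the limit was not always enough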
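Read-out – percent CD8+ FL2 mean versus row control · System – murine 2C transgenic CD8+ T lymphocytes · Times – 1.5 h cell–vesicle binding at 37 °C, then 20 min icy labelling · Control set – naked vesicles low, QL9 vesicles with vehicle high · Detection – cytometric PE anti-B7-1 and Alexa647 anti-CD8 signals after 1% paraformaldehyde fixation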
GPR55 activation: GPR55 agonists via beta-arrestin recruitment, primary screen, imaging, U2OS cells, beta-arrestin-GFP redistribution (AID 1961). G-protein coupled receptor 55 (Homo sapiens). actives 0.048% (n = 290,000). U2OS GPR55 beta-arrestin-GFP redistribution imaging; higher % means a stronger effect. activation, % at 10 µM; hits with a dose series show EC50 in µM;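 active means activation above 40% with more than 50 cells counted in the well; inconclusive means wells holding fewer than 50 cells, flagged as toxic or sparse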;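 further: U2OS osteosarcoma cells stably expressing GPR55 and beta-arrestin-GFP; plate controls were DMSO negative control for no effect and LPI positive control for full effect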
LYP inhibition: inhibitors of LYP phosphatase, biochemical, fluorescence intensity, uHTS (AID 1779); inhibition, % at 11.5 µM, or IC50 in µM where a hit was titrated; Tyrosine-protein phosphatase non-receptor type 22 (Homo sapiens); actives 0.054% (n = 290,000); recombinant LYP phosphatase, fluorescence intensity; higher % means a stronger effect; in the data active means inhibition above about 50%;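 further: plate controls were vehicle with enzyme for no effect and no enzyme for full effect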
NTR1 agonist: agonists of NTR1, primary screen, imaging, U2OS cells, beta-arrestin-GFP, high content (AID 493036); activation, % at 20 µM; Neurotensin receptor type 1 (Homo sapiens), P30989; actives 0.17% (n = 330,000); NTR1-U2OS beta-arrestin-GFP spot imaging, agonist mode;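 active means activation at or above 40% of the spot to cytoplasm intensity ratio, with at least 20 cells analyzed; inconclusive means wells under 20 cells, flagged as cytotoxic or low count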;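 further: 0% = DMSO without peptide and 100% = 100 nM NTR1 peptide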
Target sequence (P30989 whole entry, looked up): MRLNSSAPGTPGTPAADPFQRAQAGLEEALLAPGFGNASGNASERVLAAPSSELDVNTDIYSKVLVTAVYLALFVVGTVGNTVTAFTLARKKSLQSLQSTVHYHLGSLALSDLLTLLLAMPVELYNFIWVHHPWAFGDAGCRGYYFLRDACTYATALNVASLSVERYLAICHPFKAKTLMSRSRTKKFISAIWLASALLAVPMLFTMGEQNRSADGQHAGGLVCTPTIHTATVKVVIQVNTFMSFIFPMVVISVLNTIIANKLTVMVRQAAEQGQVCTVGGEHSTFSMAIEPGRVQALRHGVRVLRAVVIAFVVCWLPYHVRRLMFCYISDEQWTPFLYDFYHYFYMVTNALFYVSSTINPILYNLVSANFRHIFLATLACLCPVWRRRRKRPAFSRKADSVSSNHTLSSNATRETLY
GPR35 antagonists: GPR35 antagonists blocking zaprinast-driven arrestin recruitment, primary screen, imaging, U2OS, beta-arrestin-GFP, zaprinast agonist (AID 2058) | U2OS GPR35 beta-arrestin-GFP translocation imaging, zaprinast antagonism; higher % means a stronger effect | inhibition, % at 10 µM; hits with a dose series show IC50 in µM | actives 0.052% (n = 290,000) | G-protein coupled receptor 35 (Homo sapiens);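 active means inhibition of at least 50% with at least 30 cells and total cytoplasm GFP at most 10,000,000; inconclusive means under 30 cells or total GFP of 10,000,000 plus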
GPR55 LPI antagonism: GPR55 antagonists blocking LPI-driven arrestin recruitment, primary screen, imaging, U2OS, beta-arrestin-GFP, LPI agonist (AID 2013); G-protein coupled receptor 55 (Homo sapiens); U2OS GPR55 beta-arrestin-GFP translocation imaging, LPI antagonism; higher % means a stronger effect; inhibition, % at 10 µM, or IC50 in µM where a hit was titrated; actives 0.13% (n = 290,000);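 active means spots per cell inhibited over 60%, with over 100 cells counted and total cytoplasm intensity under 500,000; inconclusive means wells with under 100 cells, flagged as likely toxic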;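 further: U2OS cells stably carrying GPR55 and arrestin-GFP stimulated by 5 µM LPI near EC80; imaged beta-arrestin-GFP aggregate spots per cell after agonist stimulation; plate controls were LPI-stimulated DMSO wells for no effect and DMSO wells without LPI for full effect; some results filed as inactive read as strong as hits; confirmed hits need IC50 under 10 µM and bright autofluorescent wells are also inconclusive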
Lipid droplet cells 6.5 µM: further read-out of Lipid droplet, marked with its call; cell count; measured here: cell count, cytotoxicity flag;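 cells counted across two imaged fields per well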
T cell HTS vesicle-bound %: further read-out of T cell HTS, marked with its call; double positive events, %; measured here: CD8+ vesicle-bound cell fraction;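 binding gate set so that unloaded-vesicle control wells show 10% double positive cells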
NTR1 agonist cell count 20 µM: further read-out of NTR1 agonist, marked with its call; cell count; measured here: cell count, cytotoxicity flag
Numbers without * were called inactive; i = inactive; ? = inconclusive; . = not tested or not shown.

SMILES	Lipid droplet	Lipid droplet cells 6.5 µM	SV40 large T antigen	MgcRacGAP inhibition	T cell HTS	T cell HTS vesicle-bound %	GPR55 activation	LYP inhibition	NTR1 agonist	NTR1 agonist cell count 20 µM	GPR35 antagonists	GPR55 LPI antagonism
CCOC(=O)c1ccc(-c2ccc(/C=N/NC(=O)CN(c3ccccc3Cl)S(C)(=O)=O)o2)cc1	10	671	5%	5%	i	38	0.2%	1%	7.7	37	-16%	-1%
Fc1cccc(Cc2noc(CN3CCCCC3c3ccccn3)n2)c1 (stereo not given)	-10	640	19%	1%	i	17	0.2%	-1%	-0.5	53	8%	-4%
CCCOC(=O)c1ccc(-c2c(C)noc2-c2ccc(OC)cc2O)o1	-24	731	1%	4%	i	36	-0.1%	-4%	5.7	59	-12%	10%
COc1cccc(C(=O)N2N=C(c3ccccc3)CC2(O)C(F)(F)F)c1 (stereo not given)	-18	614	3%	7%	i	44	-0.2%	-2%	-1.0	52	-14%	0%
COc1ccc(CCNC(=O)c2ccc(-c3ccc([N+](=O)[O-])cc3)o2)cc1OC	-8	662	5%	11%	i	50	-0.1%	-4%	.	.	6%	-5%
COc1cc(C(O)C(=O)O)ccc1O (stereo not given)	.	.	18%	3%	i	25	.	.	0.9	61	.	.
O=C(CN1CCN(Cc2ccc3c(c2)OCO3)CC1)c1c[nH]c2ccccc12	.	.	2%	5%	i	35	0.3%	-6%	1.0	45	4%	14%
COc1ccc(-c2nnc(SCC(=O)NCc3cccs3)n2CC(C)C)cc1	23	702	9%	5%	i	7	-0.1%	3%	0.6	54	-13%	0%
COc1ccccc1NC(=O)C1=C(C)Nc2nnnn2C1c1cccc(Br)c1 (stereo not given)	.	.	25%	2%	i	30	-0.1%	-1%	2.5	81	-1%	25%
O=C(NC(=S)Nc1cc([N+](=O)[O-])ccc1O)C1CC1	43	829	-8%	10%	i	15	0.0%	-9%	-0.1	56	7%	14%
O=C(OCC(=O)N1CCCc2ccccc21)c1cc(Br)ccc1O	.	.	8%	-2%	i	16	.	.	3.2	54	.	.
Cc1nn(S(=O)(=O)c2cccc([N+](=O)[O-])c2)c(C)c1S(=O)(=O)N1CCOCC1	7	711	9%	-2%	i	10	0.2%	-5%	0.0	68	-17%	15%
COc1ccc(S(=O)(=O)N2CCN(c3ccc(F)cc3)CC2)cc1OC	-10	818	13%	-4%	i	27	-0.2%	-8%	0.8	50	0%	8%
C/C(=N\NC(=O)CNc1cccc(C(F)(F)F)c1)c1ccc(Br)cc1	0	583	7%	1%	i	30	-0.1%	13%	1.4	45	-3%	0%
COc1cccc(-n2c(CCn3nc(C)c([N+](=O)[O-])c3C)n[nH]c2=S)c1	28	598	10%	2%	i	46	0.4%	0%	-1.1	35	-20%	7%
CC1CCCC(C(=O)O)N1C(=O)CCSSCCC(=O)N1C(C)CCCC1C(=O)O (stereo not given)	.	.	4%	2%	i	47	-0.1%	-4%	-0.8	86	3%	3%
Cc1cc(C(F)(F)F)n2nc(-c3cnn(C)c3C(F)(F)F)c(Cl)c2n1	.	.	17%	-2%	i	15	0.5%	-1%	3.6	83	-5%	-9%
COc1cccc(-n2nc(C(=O)Nc3ccc4c(c3)OCO4)c3ccccc3c2=O)c1	1	780	2%	9%	i	27	-0.3%	-6%	1.3	43	-10%	5%
COc1cccc(SCc2noc(C(=O)NCCN(C)C)c2C(=O)NCCN(C)C)c1	.	.	11%	11%	i	21	.	.	2.0	77	.	.
CCn1c(N)nc2c1c(=O)n(C)c(=O)n2C	7	630	5%	3%	i	55	-0.1%	0%	1.1	51	11%	-7%
CCOC(=O)c1cc2c(ccn2C)n1Cc1ccc(C#N)cc1	0	698	2%	2%	i	31	0.4%	1%	0.1	47	18%	15%
CCOc1ncccc1C(=O)N1CCN(c2cc(Cl)ccc2C)CC1	?	.	11%	8%	i	46	0.5%	3%	5.1	36	-3%	-29%
COc1ccc(-n2c(-c3ccc(Br)cc3)c[n+]3c2CCCCC3)cc1	4	595	4%	.	i	44	-0.1%	-5%	1.4	49	0%	1%
O=C1c2ccc3c4c(ccc(c24)C(=O)N1Cc1cccnc1)C(=O)N(Cc1cccnc1)C3=O	-6	764	-2%	.	.	.	-0.1%	-4%	.	.	0%	8%
CCCNC(=O)[C@H]1N2C(=O)c3c(ccc(OC)c3OC)C2SC1(C)C (stereo not given in full)	.	.	16%	9%	i	39	-0.1%	-11%	-2.3	97	5%	-4%
CNC(=O)C(=O)N1CCC2(CC1)OCCN2S(=O)(=O)c1ccc(C)cc1	.	.	5%	9%	i	38	.	.	-0.3	61	.	.
COc1cccc(CNC(=O)C2CCCN(c3nn4c(=O)cc(C)nc4s3)C2)c1OC (stereo not given)	.	.	21%	-6%	i	25	-0.1%	-3%	1.0	84	4%	10%
C#CCn1c(S(=O)(=O)Cc2ccc(OC)cc2)nc(-c2ccccc2)c1-c1ccccc1	.	.	-1%	2%	i	10	-0.1%	4%	2.6	56	2%	53%
COc1ccc(N(CC(=O)NC2CCCCC2)C(=O)CNC(=O)c2cccs2)cc1	1	770	5%	2%	i	29	-0.1%	-3%	0.1	41	-10%	11%
COc1ccc(CCn2c(=N)c(C(=O)NC3CCCC3)cc3c(=O)n4ccccc4nc32)cc1	-6	701	9%	19%	i	14	0.3%	-12%	3.5	59	18%	13%
CN(C)S(=O)(=O)c1cccc(-c2nnc(SCC(=O)NCCCCCC(=O)O)n2-c2ccc(F)cc2)c1	2	675	6%	-5%	i	47	0.2%	-6%	0.0	42	-8%	-2%
CCOC(=O)c1c(C)[nH]c(C(=O)C(C)OC(=O)c2oc3ccccc3c2COC)c1C (stereo not given)	5	785	-5%	4%	i	41	-0.1%	-4%	0.3	47	-1%	-7%
COc1ccc(NC(=O)C2Cc3cc(S(=O)(=O)N4CCCCC4)ccc3N2C(C)=O)cc1Cl (stereo not given)	-1	729	11%	10%	i	58	0.0%	5%	-0.9	58	15%	12%
CC(CCc1ccc(O)cc1)NC1C2CC3CC(C2)CC1C3 (stereo not given)	3	622	3%	6%	i	44	0.2%	-3%	0.6	45	7%	5%
CN1CCN(CCNC(=O)c2ccc3nc(-c4ccc(F)cc4)c(-c4ccc(F)cc4)nc3c2)CC1	-2	721	14%	11%	i	19	-0.2%	-8%	12	34	4%	12%
Cc1cc(C)cc(NS(=O)(=O)c2ccc(NC(=S)NC(=O)c3cccs3)cc2)c1	34	676	2%	5%	i	17	0.6%	13%	22	55	-24%	30%
CCc1nccn1S(=O)(=O)c1ccc(OC)c(OC)c1	.	.	6%	4%	i	32	-0.1%	-3%	1.2	87	-15%	-4%
COc1ccc(NC(=O)COC(=O)c2ccc(Br)o2)cc1OC	.	.	6%	8%	i	63	-0.3%	-5%	-0.8	48	2%	-8%
O=C(Cc1ccccc1)NC(C(=O)O)C(O)c1ccc([N+](=O)[O-])cc1 (stereo not given)	-2	882	2%	-2%	i	38	0.0%	-6%	0.0	85	-4%	4%
CCOC(=O)c1sc(NC(=O)C2CCCO2)c(C(=O)OCC)c1C (stereo not given)	0	837	.	.	.	.	-0.1%	1%	.	.	4%	7%
CC(=O)c1ccc(OC(=O)Cc2cccc3ccccc23)cc1	12	866	25%	9%	i	62	0.3%	-4%	-0.2	49	-12%	0%
COc1cc(C)nc(OCCNS(=O)(=O)c2cc(C)ccc2C)n1	-4	787	9%	0%	i	52	-0.2%	-4%	1.7	44	0%	2%
NS(=O)(=O)c1ccc(NC(=O)COC(=O)CCC2CCCC2)cc1	13	730	22%	-1%	i	28	0.5%	-3%	2.8	57	21%	2%
O=C(NCCCN1CCOCC1)C1(c2ccccc2)CCCC1	-6	782	-1%	8%	i	22	-0.4%	-4%	-0.6	44	-2%	0%
CN(C1=NS(=O)(=O)c2ccccc21)c1ccc(OC(=O)c2ccccc2)cc1	1	874	-1%	6%	i	22	-0.1%	-1%	2.1	54	17%	-2%
CC(C)c1cc(C(C)C)c(S(=O)(=O)NNC(=O)c2ccncc2)c(C(C)C)c1	-14	680	6%	6%	i	44	-0.3%	-1%	0.9	50	2%	15%
CC1CC(=O)Nc2ccccc2N1C(=O)Nc1ccc(F)cc1 (stereo not given)	10	740	3%	-8%	i	20	0.3%	-1%	0.7	48	6%	8%
CC(=O)N(C)c1ccc(NS(=O)(=O)c2cccc3nsnc23)cc1	6	846	8%	12%	i	57	-0.1%	-8%	-0.2	71	3%	3%
O=C(NCc1ccco1)c1ccc(COc2cccc3ccccc23)cc1	-14	621	1%	9%	i	53	0.6%	0%	1.6	43	-9%	6%
COc1ccc(/C=N/NC(=O)c2ccoc2C)cc1COc1c(C)cccc1C	.	.	14%	6%	i	38	0.3%	1%	9.8	49	-1%	14%
O=C(Nc1ccccc1)/C(=C/c1ccc2c(c1)OCO2)NC(=O)c1ccco1	-4	603	8%	3%	i	56	0.2%	-3%	-1.0	72	5%	-4%
